Bioassay records: PubChem, several laboratories
Fam108B inh – Fam108B inhibition, counter-screen for RBBP9 inhibitors; recombinant Fam108B, FP-Rh probe fluorescence polarization; AID 1947; 0.33% of 300,000 active; inhibition, % at 9.51 µM;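 active = inhibition above the screen mean inhibition plus 3 SD, computed separately per campaign, cut at about 18% in these data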;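 note: inhibitors lower polarization as less probe binds the enzyme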
CIT2-GFP yeast – modulators of TOR pathway CIT2-GFP in S. cerevisiae; S. cerevisiae CIT2-GFP strain, flow cytometry, 3 h; 100 means same as DMSO wells; GFP response vs DMSO, % at 10 µM; 0.065% of 320,000 active;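 active = GFP response relative to DMSO above a set limit, near the screen mean plus 3 SD, cut at about 150% in these data; inconclusive = Fewer than 70 cells measured for a yeast strain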;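 note: ratio of well median GFP fluorescence to mean of DMSO wells on the plate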
GLD-1 TGE inh – GLD-1-TGE RNA interaction inhibition (C. elegans) | Q17339 | purified GLD-1 + fluorescein TGE RNA, fluorescence polarization | inhibition, % at 5.96 µM | 0.44% of 320,000 active | AID 2280;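 active = percent inhibition above a per-plate cutoff, the plate mean of test compounds plus 3 SD, cut at about 30% in these data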;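 note: 0% = DMSO wells with GLD-1 and probe and 100% = wells lacking GLD-1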
AGP1 TOR yeast – alters AGP1-GFP fluorescence in TOR pathway yeast screen. 0.02% of 320,000 active. S. cerevisiae AGP1-GFP multiplex flow cytometry, 3 h; GFP as percent of DMSO wells. GFP response vs DMSO, % at 10 µM;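 active = GFP response relative to DMSO above a set limit, near screen average plus 3 SD, cut at about 150% in these data; inconclusive = fewer than 70 cells counted for the yeast strain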;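 note: median GFP channel fluorescence of the gated AGP1 strain per well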
MEX-5 binding – C. elegans MEX-5 TCR-2 RNA binding activity; Q9XUB2; MEX-5/FITC-TCR2 RNA binding, fluorescence polarization; hits give low values; activity score (negative = inhibition of binding), % at 10 µM; 0.38% of 300,000 active; AID 1832;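 active = inhibition past about -25% in most replicates, and total fluorescence under double the plate's negative control median, limit read from the data; inconclusive = replicates evenly split on the limit, or fluorescence at least double controls; inactive = too little inhibition in most replicates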;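 note: 0% = DMSO and -100% = 5 µM competing unlabeled TCR2 RNA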
MCL1 BIM primary – inhibitors of human MCL1 binding to BIM-BH3 peptide; Q07820; GST-MCL1 / FITC-Bim-BH3 fluorescence polarization; inhibition, % at 10.9 µM; 0.68% of 320,000 active;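 active = inhibition above the mean inhibition of all tested compounds plus 3 SD, set per campaign, cut at about 40% in these data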;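 note: 0% = DMSO wells and 100% = unlabeled Bim-BH3 peptide control; higher means more loss of mP so more displacement of Bim peptide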
BCLXL inh – inhibitors of human Bcl-xL; Q07817; GST-Bcl-xL / FITC-Bim BH3 peptide fluorescence polarization; inhibition, % at 10.9 µM; 0.7% of 320,000 active; AID 2129;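 active = inhibition above the mean of all tested compounds plus 3 SD, cutoff set per campaign, cut at about 30% in these data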;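 note: 0% = DMSO wells and 100% = unlabeled Bim-BH3 peptide competitor; inhibitors lower millipolarization by displacing the labeled peptide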
Target sequence (Q07817 whole entry, looked up): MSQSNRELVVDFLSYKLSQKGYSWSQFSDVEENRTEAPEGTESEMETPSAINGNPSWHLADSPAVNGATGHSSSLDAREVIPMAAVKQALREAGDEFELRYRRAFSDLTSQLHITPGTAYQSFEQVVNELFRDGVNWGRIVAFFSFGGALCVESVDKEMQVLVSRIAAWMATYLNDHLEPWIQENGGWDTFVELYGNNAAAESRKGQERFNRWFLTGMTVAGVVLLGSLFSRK
GRK2 inh – human GRK2 inhibition via aptamer displacement; P25098; bead flow cytometry, FAM-aptamer displacement from GRK2; inhibition of aptamer binding, % at 10 µM; 0.59% of 330,000 active;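 active = inhibition of aptamer binding above 40%, roughly 3 SD of noise, on plates passing a quality check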;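 note: median bead fluorescence of bound FAM aptamer so fluorescent compounds give negative values; no value below 0 was filed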
Target sequence (P25098 whole entry, looked up): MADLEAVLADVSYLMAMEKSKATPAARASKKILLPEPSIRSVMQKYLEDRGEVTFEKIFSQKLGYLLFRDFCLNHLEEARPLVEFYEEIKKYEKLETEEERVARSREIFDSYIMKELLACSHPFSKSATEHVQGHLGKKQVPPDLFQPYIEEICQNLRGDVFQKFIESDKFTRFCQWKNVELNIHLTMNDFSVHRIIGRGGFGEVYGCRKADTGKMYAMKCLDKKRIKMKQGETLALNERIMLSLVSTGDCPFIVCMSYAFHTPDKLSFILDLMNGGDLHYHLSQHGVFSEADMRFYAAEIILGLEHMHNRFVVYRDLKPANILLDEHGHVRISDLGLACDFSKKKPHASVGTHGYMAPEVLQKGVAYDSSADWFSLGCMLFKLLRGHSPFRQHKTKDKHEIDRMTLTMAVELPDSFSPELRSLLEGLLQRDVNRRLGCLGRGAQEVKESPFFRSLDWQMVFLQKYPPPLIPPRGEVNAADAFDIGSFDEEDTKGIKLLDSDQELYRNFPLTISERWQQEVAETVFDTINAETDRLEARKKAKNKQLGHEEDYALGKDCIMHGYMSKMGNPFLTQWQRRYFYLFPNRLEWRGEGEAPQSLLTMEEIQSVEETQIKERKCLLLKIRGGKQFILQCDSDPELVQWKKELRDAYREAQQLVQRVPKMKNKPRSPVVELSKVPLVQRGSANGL
VLA-4 inh – inhibition in a human VLA-4 binding assay; 0.2% of 330,000 active; inhibition, % (about 7 µM as worked out from the volumes in the protocol); AID 2557; VLA-4 expressing cells, ligand binding flow cytometry; P13612; in the data active = inhibition above about 50%
Numbers without * were called inactive; ? = inconclusive; / = no result given; [ ] = remark or other dose.

1	COc1ccc(-c2csc(NC(=O)c3ccc(S(=O)(=O)N4CCc5ccccc5C4)cc3)n2)c(OC)c1
2	Cc1occc1C(=O)Nc1ccc(S(N)(=O)=O)cc1
3	CC(OC(=O)Cc1c(F)cccc1Cl)C(=O)NC1CCCCC1C (centres undefined)
4	O=C(CN1CCN(c2ccccc2)CC1)c1ccc2cc[nH]c2c1
5	CN(C)/C=C1\C(=O)N(c2ccc(F)cc2F)C(c2cccnc2)S1(=O)=O (centres undefined)
6	COC(=O)CNC(=O)c1ccccc1[N+](=O)[O-]
7	CN1C(=O)[C@H]2[C@@H](/C=C/c3ccccc3)N3C(=O)CN(Cc4ccc(-c5ccccc5)cc4)C(=O)[C@@]3(C)[C@H]2C1=O
8	CCN(CC)S(=O)(=O)c1cc(NC(=S)NC(=O)C2CCCC2)ccc1C
screen / no.	1	2	3	4	5	6	7	8
Fam108B inh	-17	1	/	-8	-1	-3	/	/
CIT2-GFP yeast	104	86	82	116	99	94	88	106
GLD-1 TGE inh	-1	-5	-1	3	0	8	0	1
AGP1 TOR yeast	103	93	94	100	104	101	94	96
MEX-5 binding	1.8	0.7	/	1.6	3.4	0.5	/	/
MCL1 BIM primary	0	-3	-1	2	3	4	/	/
BCLXL inh	3	3	0	4	-2	4	/	/
GRK2 inh	1	0	0	0	4	16	0	4
VLA-4 inh	18	10	11	0	3	11	-1	14

Screen by screen, from the results shown.
GRK2 inh for entries 1 to 7: 1, 0, 0, 0, 4, 16, 0

The list continues.
9	COc1ccccc1N=Nc1c(C)noc1C
10	Cc1ccccc1OCC(=O)NCCNC(=O)c1cccnc1
11	CC(C)NC(=O)c1ccc(N(Cc2ccccc2)S(C)(=O)=O)cc1
12	CCC(C)(C)NC(=O)C(c1ccc(OC)cc1)N(C(=O)CCC(=O)Nc1cc(C)on1)c1cccc(OC)c1 (centres undefined)
13	O=C(OCc1nnc(-c2ccccc2)o1)c1cc(Cl)ccc1[N+](=O)[O-]
14	Cc1ccccc1N(CC(=O)Nc1ccccc1C(=O)NCc1ccco1)S(=O)(=O)c1ccccc1
15	CC(NC(=S)NC1CCCCC1)c1ccc(C(C)(C)C)cc1 (centres undefined)
16	O=C(CSc1nnc(-c2ccccc2F)n1C1CC1)NC(=O)c1cccc([N+](=O)[O-])c1
screen / no.	9	10	11	12	13	14	15	16
Fam108B inh	2	-1	/	-2	3	-7	-6	-5
CIT2-GFP yeast	90	112	106	92	85	102	100	89
GLD-1 TGE inh	-1	-2	/	3	-2	3	2	0
AGP1 TOR yeast	106	102	113	89	85	99	97	98
MEX-5 binding	-1.2	-0.8	-0.2	0.2	1.2	0.0	3.0	0.8
MCL1 BIM primary	-2	-5	/	1	9	4	9	-4
BCLXL inh	4	0	/	7	5	4	2	1
GRK2 inh	1	0	2	2	1	7	2	0
VLA-4 inh	4	4	6	11	4	1	1	-8

17	CCCCn1c(/N=C/c2ccccc2NS(=O)(=O)c2ccc(C)cc2)nc2ccccc21
18	CCOc1ccc(-n2ccnc2SCC(=O)Nc2cc(C)on2)cc1
19	CCn1c(=N)c(S(=O)(=O)c2ccc(Cl)cc2)cc2c(=O)n3ccccc3nc21
20	O=C1c2ccccc2C(=O)C1Cc1cccc2ccccc12
21	COc1ccc(Cn2c(C3CCCCC3)nc3c(c(=O)c4ccccc4n3C)c2=O)cc1
22	COc1ccc(NC(=O)CN(C)S(=O)(=O)c2ccccc2)cc1
23	COc1cc(-n2nc(C)c3c2OC(N)=C(C#N)C3c2ccccc2)c(Cl)c(Br)c1O (centres undefined)
24	Cc1cccc(-n2nc([N+](=O)[O-])c(=NC3CCN(Cc4ccccc4)CC3)n2O)c1
screen / no.	17	18	19	20	21	22	23	24
Fam108B inh	2	0	4	0	-1	3	2	-1
CIT2-GFP yeast	102	102	100	88	95	102	110	112
GLD-1 TGE inh	5	-3	0	2	-2	2	-1	3
AGP1 TOR yeast	94	102	103	94	99	106	104	99
MEX-5 binding	/	-2.9	-0.9	0.3	-1.4	-0.1	1.7	0.6
MCL1 BIM primary	0	0	-3	1	-3	2	5	1
BCLXL inh	0	1	8	-1	-9	4	8	2
GRK2 inh	0	3	2	0	3	2	0	3
VLA-4 inh	15	17	-16	4	5	/	-1	-15

25	CC(C)Cn1c(-c2ccco2)csc1=Nc1cccnc1
26	CC1CC(C)CN(C(=O)CNS(=O)(=O)c2cccs2)C1 (centres undefined)
27	CC1CCN(C(=O)COC(=O)c2ccc3ccccc3n2)CC1
28	CCn1cc(/C=N/NC(=O)c2ccc3c(c2)OCO3)cn1
29	COC(=O)[C@H](CC(C)C)NS(=O)(=O)N[C@@H](CC(C)C)C(=O)OC
30	COc1cccc(CNCCN2CCOCC2)c1OC
31	CCCCN(CCCNc1ncnc2nc[nH]c12)c1ccccc1
32	CCN(CC)S(=O)(=O)c1ccc(S(=O)(=O)Nc2cc3c(cc2C(C)=O)OCO3)cc1
screen / no.	25	26	27	28	29	30	31	32
Fam108B inh	6	5	/	2	/	0	3	-2
CIT2-GFP yeast	95	99	100	97	102	100	100	113
GLD-1 TGE inh	-7	2	3	4	-3	13	4	-2
AGP1 TOR yeast	99	105	104	95	101	102	101	114
MEX-5 binding	1.4	2.4	/	0.0	/	3.4	0.6	-1.8
MCL1 BIM primary	1	-4	/	3	1	5	8	10
BCLXL inh	4	-1	/	2	0	3	5	2
GRK2 inh	7	0	0	1	5	0	0	0
VLA-4 inh	16	2	-6	10	-4	-4	5	12

33	C=C1/C(=C\C=C2/CCC[C@]3(C)[C@@H]([C@H](C)/C=C/[C@@H](O)C4CC4)CC[C@@H]23)C[C@@H](O)C[C@@H]1O
34	O=C(NC(CC(=O)N1CCN(c2ccc([N+](=O)[O-])cc2)CC1)c1ccccc1)c1ccccc1Cl (centres undefined)
35	O=C(c1cccs1)N1CCN(c2nc3c(F)cc(F)cc3s2)CC1
36	O=C1CC(C(=O)N2CCOCC2)C2(CCCC2)O1 (centres undefined)
37	CCCn1nc2cc(C(=O)N(CC)c3ccc(OC)cc3)ccc2c1OCC
38	COc1cc(O)c2c(c1)OC(C)(C)CC2=O
39	N/C(=N\OC(=O)c1cccc(Br)c1)c1ccc(Br)cc1
40	Cc1c(S(=O)(=O)N2CCOCC2)c(=O)n(C)c(=O)n1C
screen / no.	33	34	35	36	37	38	39	40
Fam108B inh	-4	-4	0	-2	4	-1	0	2
CIT2-GFP yeast	99	95	98	90	/	96	111	97
GLD-1 TGE inh	-2	4	2	-3	6	1	-1	4
AGP1 TOR yeast	93	98	99	107	/	98	110	92
MEX-5 binding	1.2	3.8	1.0	4.5	1.7	-4.0	-0.3	-0.1
MCL1 BIM primary	-11	-19	-1	3	-3	3	5	2
BCLXL inh	-5	-8	4	1	-1	7	6	2
GRK2 inh	0	0	2	1	/	4	0	5
VLA-4 inh	4	-2	2	16	/	9	4	-1

41	COc1ccc(-n2nnnc2SCC(=O)Nc2cccc(C)n2)cc1OC
42	CN(C)CCCNC(=S)N(CCN(C)C)Cc1cc2cc3c(cc2[nH]c1=O)OCCO3
43	Oc1ccc(C2=NN(c3ccccc3)C(c3ccc(F)cc3)C2)cc1 (centres undefined)
44	CCN(CC)C(=S)NC(=O)c1ccc(OC)c(Br)c1
45	COc1ccccc1Nc1c2c(nc3ccc(N)cc13)CCCC2
46	Cc1cc(N/N=C/c2ccc(N(C)C)cc2)c2ccccc2n1
47	CCN(CC(=O)Nc1ccccc1OC)Cc1csc(CC(=O)Nc2ccc(C)cc2)n1
48	C/C(=N/OC(=O)c1ccc(F)cc1)c1ccc(C)cc1
screen / no.	41	42	43	44	45	46	47	48
Fam108B inh	0	0	9	0	2	-1	/	1
CIT2-GFP yeast	105	100	97	88	93	100	109	?
GLD-1 TGE inh	4	4	-1	6	3	2	-2	4
AGP1 TOR yeast	107	100	58	93	85	101	102	29[may fluoresce violet]
MEX-5 binding	-2.4	0.0	-0.1	-0.3	-0.9	-1.9	/	2.5
MCL1 BIM primary	3	14	-7	9	9	13	/	-6
BCLXL inh	3	8	-5	5	7	3	/	-3
GRK2 inh	4	0	0	1	3	0	11	8
VLA-4 inh	3	5	-26	-1	6	2	5	-1

49	COc1cc(NC(=S)NCCC(c2ccccc2)c2ccccc2)cc(OC)c1
50	CCOc1ccc(-c2cc(C(=O)N3CCCC3)c3ccccc3n2)cc1
51	CCOC(=O)c1ccc(NCCc2ccc(OC)c(OC)c2)c(N)c1
52	Cc1cc(N2CCN(C(=O)Nc3ccc(F)cc3F)CC2)c2ccccc2n1
53	COc1ccc(OCCCn2cccc2/C=C2/C(=N)N3OC(C)=CC3=NC2=O)cc1
54	O=C(C1CCN(CCCc2ccccc2)CC1)N1CCCCC1
55	COc1ncnc2c1oc1ccccc12
56	COCCN1C(=O)c2ccc(C(=O)NCc3cccnc3)cc2C1=O
screen / no.	49	50	51	52	53	54	55	56
Fam108B inh	-15	-2	0	3	3	5	-3	5
CIT2-GFP yeast	106	96	103	104	88	97	107	98
GLD-1 TGE inh	9	-6	-11	6	3	4	11	4
AGP1 TOR yeast	97	85	95	97	101	92	105	96
MEX-5 binding	-0.3	-1.4	-1.0	1.7	2.2	/	1.1	0.6
MCL1 BIM primary	-3	2	-8	0	4	-3	-4	-1
BCLXL inh	-3	2	-10	4	4	-2	1	1
GRK2 inh	7	5	3	0	2	0	0	0
VLA-4 inh	4	4	-8	-2	-10	5	-2	6

Single records, as listed above. Order of screens: Fam108B inh | CIT2-GFP yeast | GLD-1 TGE inh | AGP1 TOR yeast | MEX-5 binding | MCL1 BIM primary | BCLXL inh | GRK2 inh | VLA-4 inh
`Cc1cc(N2CCN(C(=O)Nc3ccc(F)cc3F)CC2)c2ccccc2n1` across the screens: 3 | 104 | 6 | 97 | 1.7 | 0 | 4 | 0 | -2
`COc1ncnc2c1oc1ccccc12` across the screens: -3 | 107 | 11 | 105 | 1.1 | -4 | 1 | 0 | -2
`CCOc1ccc(-c2cc(C(=O)N3CCCC3)c3ccccc3n2)cc1` across the screens: -2 | 96 | -6 | 85 | -1.4 | 2 | 2 | 5 | 4
`COc1ccc(OCCCn2cccc2/C=C2/C(=N)N3OC(C)=CC3=NC2=O)cc1` across the screens: 3 | 88 | 3 | 101 | 2.2 | 4 | 4 | 2 | -10

Continued.
57	COC(=O)c1ccn(-c2nc(-c3ccco3)cc(C(F)(F)F)n2)n1
58	O=C(O)c1cc(-c2ccccc2)n[nH]1
59	C#CCOCCOCCOCCNc1nc(N2CCN(C(=O)CCCCCCCCCCNC(=O)[C@@H](CCSC)n3cc(CCO)nn3)CC2)nc(N2CCN(C(=O)CCCCCCCCCCNC(=O)[C@H](CCC(=O)O)n3cc(CCCCCN)nn3)CC2)n1
60	COc1nccc(NCc2ccccc2)c1C#N
61	O=c1[nH]c2ccc(NC(=S)NC3CCCCC3)cc2[nH]1
62	Cc1nc2ccccc2c2oc(C(=O)N3CCN(C(=O)c4ccco4)CC3)cc12
63	CC1CCN(S(=O)(=O)c2cc(C(=O)NC3(C)CCS(=O)(=O)C3)ccc2Br)CC1 (centres undefined)
screen / no.	57	58	59	60	61	62	63
Fam108B inh	2	-7	-3	2	3	4	/
CIT2-GFP yeast	97	/	97	105	91	98	94
GLD-1 TGE inh	4	-6	0	11	-3	1	1
AGP1 TOR yeast	97	/	102	115	100	103	100
MEX-5 binding	2.6	1.9	/	4.5	0.3	-2.3	/
MCL1 BIM primary	-4	-20	-8	-3	5	6	3
BCLXL inh	-1	-12	-9	-3	6	0	1
GRK2 inh	2	/	0	3	0	1	0
VLA-4 inh	-7	/	24	-4	1	-8	8
